# Screens: PubChem BioAssay, The Scripps Research Institute Molecular Screening Center
# TbREL1 primary: TbREL1 RNA ligase inhibitors, primary screen, biochemical, FRET fluorescence; RNA-editing ligase 1, mitochondrial (Trypanosoma brucei brucei), P86926; inhibition, % at 9.66 µM; TbREL1 RNA ligation; hit rate 0.49% among 89,000; AID 1117264, 2014;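 active means inhibition above the mean inhibition across all screened compounds plus 3 SD, cut at about 11% in these data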;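 further: 0% = plate median of test wells and 100% = NSC42067 control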
# Target sequence (P86926 whole entry, looked up): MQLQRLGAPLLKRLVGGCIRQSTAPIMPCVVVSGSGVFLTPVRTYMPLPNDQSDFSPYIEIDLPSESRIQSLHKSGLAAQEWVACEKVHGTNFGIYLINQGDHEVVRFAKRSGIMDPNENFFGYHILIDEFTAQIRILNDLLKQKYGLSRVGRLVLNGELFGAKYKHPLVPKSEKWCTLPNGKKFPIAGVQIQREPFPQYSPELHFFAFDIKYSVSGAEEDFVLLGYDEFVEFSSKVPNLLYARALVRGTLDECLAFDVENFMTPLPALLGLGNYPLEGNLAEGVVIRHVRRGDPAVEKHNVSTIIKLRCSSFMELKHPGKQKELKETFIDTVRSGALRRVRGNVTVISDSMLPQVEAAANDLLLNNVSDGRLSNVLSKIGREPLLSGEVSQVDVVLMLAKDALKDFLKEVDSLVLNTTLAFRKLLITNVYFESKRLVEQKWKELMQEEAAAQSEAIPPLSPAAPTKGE
# Active calls of the source: *.
molecule	TbREL1 primary
O=C(NC(C(=O)N/N=C/c1cccc2ccccc12)c1n[nH]c(=O)c2ccccc12)c1ccccc1 (stereo not drawn)	0.3
COc1ccccc1N1CCN(C(=O)Nc2ccc([N+](=O)[O-])cc2)CC1	-0.7
CCC(CC)C(=O)Nc1nnc(S(=O)(=O)N2CCCC2)s1	2.3
Clc1ccc(COc2ccccn2)cc1Cl	0.1
Cn1c(/C=C/c2ccc(Cl)cc2Cl)c([N+](=O)[O-])c(=O)n(C)c1=O	0.9
COc1cc(C(=O)Nc2cc(S(=O)(=O)N3CCOCC3)ccc2N2CCN(C)CC2)cc(OC)c1OC	-1.7
CCOc1ccc(-n2c(SCc3nc(-c4ccc(C)cc4)no3)nnc2-c2ccncc2)cc1	-0.5
Clc1ccc(OCc2nn3c(-c4ccncc4)nnc3s2)cc1	0.0
Cc1cc(C)cc(NC(=S)N2CCC(NC(=O)c3ccccc3C)CC2)c1	-3.2
COc1ccc(NC(=O)CN(C)C(=O)CN2C(=O)c3ccc([N+](=O)[O-])cc3C2=O)cc1	2.0
O=C1COc2ccc(C(=O)COC(=O)C3CCN(S(=O)(=O)c4cccs4)CC3)cc2N1	5.3
CC1CCN(C(=O)c2[nH]cnc2C(=O)Nc2ccccc2)CC1	0.6
Cc1ccc(-c2nc3ncccc3o2)cc1NC(=O)c1ccco1	6.7
O=C(COC(=O)CNS(=O)(=O)c1c(Cl)cccc1Cl)Nc1ccccc1Sc1ccccc1	-0.8
CCCCCCCCN1C(=O)[C@H](CC(=O)NCC2CCCCC2)C[C@@]2(C(=O)OC)CC(C)(C)CC=C12	-0.8
CCOC(=O)C1(C)Oc2ccccc2C(C(=O)OC)=C1C(=O)OC (stereo not drawn)	2.9
COc1ccccc1NC(=O)c1ccc2c(c1)N(CC#N)C(=O)C(C)(C)O2	0.9
CC(=O)Nc1ccc(NC(=O)C(c2ccccc2)c2ccccc2)cc1	-3.1
CS(=O)(=O)N1c2ccccc2[C@]2(Br)C[C@H]3C(=O)N[C@@H](Cc4ccccc4)C(=O)N3[C@H]12	1.4
Cc1nnc(SCC(=O)N2CCN(C(=O)c3ccco3)CC2)n1C	1.1
Cc1oc(-c2ccccc2)cc1C(=O)Nc1ccc(N(C)C)cc1	-5.1
FC(F)(F)Oc1ccc(Cn2ccc3ccc(-c4ccc5ccn(Cc6ccccc6)c5c4)cc32)cc1	1.4
COc1ccc2c(c1)CCc1c(C(=O)N3CCc4ccccc4C3)noc1-2	3.7
CCCNC(=O)c1cc(-c2ccc(Br)cc2)on1	1.0

# Some of the entries so far, as labelled records.
COc1ccc(NC(=O)CN(C)C(=O)CN2C(=O)c3ccc([N+](=O)[O-])cc3C2=O)cc1
  TbREL1 primary: 2.0

O=C1COc2ccc(C(=O)COC(=O)C3CCN(S(=O)(=O)c4cccs4)CC3)cc2N1
  TbREL1 primary: 5.3

CC1CCN(C(=O)c2[nH]cnc2C(=O)Nc2ccccc2)CC1
  TbREL1 primary: 0.6

Cc1ccc(-c2nc3ncccc3o2)cc1NC(=O)c1ccco1
  TbREL1 primary: 6.7

# Next section.
molecule	TbREL1 primary
CNC(C#Cc1ccccc1)c1ccccc1C(F)(F)F (stereo not drawn)	-1.8
O=C1CCCCC1(O)Cc1ccc2c(c1)OCO2 (stereo not drawn)	0.4
O=C(O)CCn1nnc2ccccc21	-1.6
Cc1cc(-c2nc3ncccc3o2)ccc1NC(=O)CC(C)C	5.9
COc1ccc(-c2oc3c(c2C#CC(C)(C)O)C(OCCO)CC3)cc1 (stereo not drawn)	-4.7
Brc1ccc(C2NCCS2)cc1 (stereo not drawn)	4.2
COc1ccc(NC(=S)Nc2ccccc2Cl)cn1	-2.3
Cc1cc(C)c2nc(-c3cccc(Cl)c3)c(C)c(C(=O)N3CCOCC3)c2c1	0.4
CCC(C)c1nc2c(c(N3CCC3=O)c1-c1ccccc1)CCCC2 (stereo not drawn)	1.1
COc1ccc(N2CC(C(=O)NCCc3ccc(Cl)cc3)CC2=O)cc1 (stereo not drawn)	1.2
COc1ccccc1CNC(=O)c1cnccn1	-0.6
NC(=S)N/N=C/c1coc2ccc(O)cc2c1=O	2.0
COc1ccc(C(CC(=O)O)NC(=O)COc2cc(C)ccc2C)cc1OC (stereo not drawn)	2.9
COc1cccc(/C=N/NC(=O)CN(C2=NS(=O)(=O)c3ccccc32)c2ccccc2)c1	3.5
O=C(COc1cc(F)ccc1[N+](=O)[O-])Nc1cccc(Br)c1	1.2
Cc1ccc(S(=O)(=O)N2CCC(NC(=O)c3ccccc3)CC2)cc1	0.2

# Reformatted: entries from further up.
> CCC(C)c1nc2c(c(N3CCC3=O)c1-c1ccccc1)CCCC2 (stereo not drawn)
- TbREL1 primary: 1.1
> COc1ccc(N2CC(C(=O)NCCc3ccc(Cl)cc3)CC2=O)cc1 (stereo not drawn)
- TbREL1 primary: 1.2

# The list continues:
molecule	TbREL1 primary
Cc1cc(Br)cn2c(Cc3ccccc3C(F)(F)F)c(C3CCCCC3)nc12	3.3
O=C(COc1ccc2oc(-c3ccco3)cc(=O)c2c1)N1CCCCC1	1.2
CCCn1c(SCC(=O)N2CCN(S(=O)(=O)c3ccc(Cl)cc3)CC2)n[nH]c1=O	0.0
Cc1cc(NC(=O)COc2ccc(C(C)(C)C)cc2)no1	-0.7
CC1(C)C=C2C(N(CC3CC3)C(=N)N2C(=O)OCc2ccccc2)n2c(=O)n(-c3ccccc3)c(=O)n21 (stereo not drawn)	4.5
O=C1CCCc2nc(N3CCN(C(c4ccccc4)c4ccccc4)CC3)ncc21	0.9
O=C(COc1ncnc2ccccc12)NC1CCS(=O)(=O)C1 (stereo not drawn)	-3.0
O=[N+]([O-])c1ccc(CN2CCN(c3ncccn3)CC2)cc1	9.7
CC(C)[C@H](NC(=O)c1ccccc1F)C(=O)OCC(=O)Nc1sccc1C(N)=O	3.9
COC(=O)Nc1cccn(Cc2c(Cl)cccc2Cl)c1=O	-1.2
CCSc1nc2cc(S(=O)(=O)N3CCOCC3)ccc2o1	-6.2
CC1CCC2(CC1)NC(=O)N(CC(=O)NCCc1c[nH]c3ccccc13)C2=O (stereo not drawn)	-3.0
O=C(Nc1ccccc1F)Nc1cc(Cl)ccc1-n1cncn1	4.3
CSC1=NCCN1C(=O)Cc1cccs1	3.5
Cc1ccc(C(=O)N/C(=C\c2cn(C)c3ccccc23)C(=O)NCCN2CCOCC2)cc1	0.2
O=C(Nc1ccn(CCCN2CCN(c3ncccn3)CC2)c(=O)n1)OCc1ccccc1	-1.7
CCSc1nnc(NC(=O)c2cccnc2Cl)s1	-0.3
O=C(c1cc2ccccc2o1)c1nc2c(n1O)CCCCC2	4.5
O=C(CSc1nc2ncccc2[nH]1)N1CCOCC1	0.7
O=c1c2ccccc2c2ccccc2c(=O)n1Cc1ccco1	1.2
Cc1ccc(O)c([C@H](CCN(C(C)C)C(C)C)c2ccccc2)c1	4.8
CN(C)CCCN1C(=O)c2oc3ccccc3c(=O)c2C1c1cccs1 (stereo not drawn)	3.6
Cc1nn(-c2ccccc2)c(N2CCCC2)c1/C=N/Nc1ccc(S(=O)(=O)Nc2ccccc2)cc1[N+](=O)[O-]	0.8
COc1ccc(Cc2nc(-c3ccc(-n4cccc4)cc3)no2)cc1OC	0.1

# Following part
Structure	TbREL1 primary
CCN(CC)C(=O)c1cn(CCC#N)nc1-c1ccc2c(c1)OCCO2	-0.6
O=C(CN1C(=O)c2cccc3cccc1c23)N1CCN(c2ccc(F)cc2)CC1	4.4
COC(=O)[C@]12C[C@H](CC(=O)N3CCSCC3)C(=O)N(Cc3ccco3)C1=C[C@H](COCc1ccccc1)O[C@@H]2C	1.9
CC(C)=CC1C(C(=O)Nc2ccc(S(=O)(=O)N3CCOCC3)cc2)C1(C)C (stereo not drawn)	-2.4
Cc1ccc(C)c(OCC(=O)Nc2ccc(S(=O)(=O)Nc3onc(C)c3C)cc2)c1	-5.4
CCc1ccc[n+](-c2nc3ccccc3nc2C(=C=[N-])C#N)c1	-0.3
COC(=O)c1ccc(CN2C(=O)NC(Cc3c[nH]c4ccccc34)C2=O)cc1 (stereo not drawn)	-4.7
CCN(C(=O)c1cc2c(=O)[nH]c3ccc(C)cc3c2s1)c1ccc(OC)cc1	1.6
Cc1cccc(C)c1NC(=O)CN	0.5
Cc1cc(C)n2nc(C(=O)OCC(=O)NNC(=O)c3ccccc3)nc2n1	0.4
COc1ccc(Cl)cc1NC(=O)CN(C)C(=O)Cc1ccc(-c2ccccc2)cc1	1.2
Cc1ccc(S(=O)(=O)Nc2nc(C)c(NC(=O)OCCCl)s2)cc1	-3.6
COc1ccc(NC(=O)C(Cc2ccccc2)n2cccc2)cc1 (stereo not drawn)	-3.6
CC1(C(=O)NS(=O)(=O)c2cccc(F)c2)CCN1C(=O)Cc1ccccc1 (stereo not drawn)	4.9
Cc1ccc(NC(=O)c2cccnc2C(=O)Nc2ccc(C)cc2)cc1	-1.7
C=CCNC(=S)Nc1c(N)n(C)c(=O)n(C)c1=O	0.0
COc1ccc(-c2nc(CN3CCN(c4cc(C)nc(C)c4)CC3)c(C)o2)c2ccccc12	14.7*
O=C(CCNS(=O)(=O)c1ccc(Br)cc1)NCCCSc1ccccc1	0.3
COc1ccc(/C=C/C(=O)c2ccc(NC(=O)c3cccs3)cc2)cc1OC	2.0
COC(=O)[C@]12C[C@H](CC(=O)NCCc3ccccc3OC)C(=O)N(Cc3cccc4ccccc34)C1=C[C@H](C1CCCC1)O[C@@H]2C	5.0
C[C@@H](C(=O)O)[C@H]1C[C@]1(C)[C@H](NC(=O)OCc1ccccc1)c1ccccc1	-2.3
CCN1CCC(=NNC(=O)c2ccc(C)c([N+](=O)[O-])c2)CC1	2.9
O=C(N[C@H](C(=O)N1CCC[C@H]1C(=O)NCCc1ccccc1Cl)C1CCCCC1)c1cccs1	-2.9
COc1ccc(CN2CCN(C(C)C(=O)NC(C)c3ccc(F)cc3)CC2)cc1F (stereo not drawn)	4.4
Cc1onc(-c2ccccc2)c1-c1nnc(COC(=O)c2ccc(F)cc2)o1	-1.2
COc1ccc(CNC(=O)/C=C/c2ccc(OCCCF)cc2)cc1	4.5
CCCCS(=O)(=O)CC(COc1ccccc1)OC(=O)c1ccccc1 (stereo not drawn)	-0.9
O=C(O)Cn1c(O)c(C=Nc2ccccc2)sc1=S	3.6
Cc1c(Cl)cccc1NC(=O)CCC(=O)NNC(=O)c1ccco1	6.7
CCOc1ccc(CC(=O)Nc2cccc(-c3ccc4nnc(C)n4n3)c2)cc1	-1.0
CN1C(=O)C2(c3ccccc31)N(C)CC(c1ccccc1)C21SC(=S)N(Cc2ccco2)C1=O (stereo not drawn)	-0.8
Cc1nnsc1C(=O)Nc1ccc(S(=O)(=O)N2CCC(C)CC2)cc1	-0.1
Cc1cc(C)n(-c2nc3ccccc3c(=O)n2OCc2ccc(Cl)cc2)n1	-0.7
c1ccc(CCCc2nc(-c3ccccn3)no2)cc1	1.1
Cc1ccc(S(=O)(=O)Cc2ccc(C(=O)N3CCN(c4cc(C)ccc4C)CC3)o2)cc1	-1.7
COc1cccc(NC(=O)NNC(=O)CN2C(=O)COc3ccccc32)c1	-2.3
O=C1CC[C@H](O)CCN1[C@H](CSc1ccccc1)Cc1ccccc1	0.9
COC(=O)[C@]12C[C@H](CC(=O)NCc3cccc(C(F)(F)F)c3)C(=O)N(Cc3ccc4c(c3)OCO4)C1=C[C@H](C(C)C)O[C@@H]2C1CC1	-0.4
CCOC(=O)C1C2C=CC(CC2)N1c1ccccc1 (stereo not drawn)	2.1
CCN1CCN(CCCNC(=O)C2CCN(c3nnc(-n4c(C)ccc4C)s3)CC2)CC1	3.8
Cc1nnn(-c2nonc2N)c1C(=O)NNC(=O)c1ccc(Cl)c(Cl)c1	-1.6
CNC(=O)NC(=S)NC(=O)c1ccc(OC)cc1	-1.5
CCOc1ccc2[nH]cc(C(=O)N3CCN(C4CCCCC4)CC3)c(=O)c2c1	0.0
CC1CCCC(C)N1C(=O)c1cc(-c2ccc3c(c2)OCO3)on1 (stereo not drawn)	-5.2
COc1ccc(C(C)=O)cc1CN1C(=O)C(C)ON=C1c1ccccn1 (stereo not drawn)	4.9
C/C(=N\NC(=O)CC1(C)OCCO1)c1cccs1	-1.2
CCNC(=O)CSc1nnc(-c2cc(-c3ccc(Cl)cc3)nc3ccccc23)o1	4.5
CC(C)(C)c1cnnn1-c1ccc(C(=O)CCl)cc1	9.1
Cc1nn2c3c(cnc2c1-c1ccc(Cl)cc1)C(=O)CC(c1ccco1)C3 (stereo not drawn)	3.3
COc1ccccc1-n1cnnc1SCC(=O)Nc1cccnc1Cl	0.1
C1CC(CN2CCOCC2)CN(c2nc3nonc3nc2N2CCSCC2)C1 (stereo not drawn)	-1.2
Cc1cc(C)c(NC(=O)COc2nc3ccccc3nc2C)c(C)c1	1.1
CCOc1ccc(OCC(=O)Nc2ccccc2N2CCCC2)cc1	-2.6
O=C(Cn1cnc([N+](=O)[O-])c1)NCc1ccc(F)cc1	1.3
S=C(Nc1ccccc1Cl)N(CCN1CCCCC1)Cc1ccco1	-4.2
CCN(CC(=O)NCc1ccco1)S(=O)(=O)c1ccc(F)cc1	-3.4

# Additional results.
Structure	TbREL1 primary
CC(C)N(CCNS(=O)(=O)c1ccc(Cl)cc1)C(C)C	1.1
CCOC(=O)CNC(=O)CSc1nnc(-c2ccccc2)n1CC	-3.7
O=C(NCCc1ccc2c(c1)OCCO2)c1ccccn1	0.4
CC12CN3CC(C)(CN(C1)C3c1ccc(Br)cc1)C2=O (stereo not drawn)	-1.3
COc1ccc(NC(=O)C2Cc3c(-c4ccc(NC(C)=O)cc4)ccnc3O2)cc1OC (stereo not drawn)	0.2
O=C(NC1CCCCC1)c1ccccc1C(F)(F)F	2.3
CCOC(=O)c1c(C2CC2)csc1NC(=O)COC(=O)c1ccc[n+]([O-])c1	-5.2
CC(C)Cn1cnc2c(SCc3ccccc3Cl)nc(N)nc21	6.0
COc1ccccc1CNC(=O)Cn1c(=O)oc2cc(S(=O)(=O)N3CCCC3)ccc21	-6.3

# The list is partial, so the mix of outcomes need not match the whole.
